High-throughput results deposited in PubChem by National Center for Advancing Translational Sciences (NCATS).
GoLoco inh red = qHTS Assay for Inhibitors of RGS12 GoLoco Motif Activity (Red Fluorophore). Guanine nucleotide-binding protein G(i) subunit alpha-1 (Homo sapiens), P63096. Gai1:RGS12 GoLoco peptide FP, rhodamine, 10 min. Potency, µM (doses to about 61.6 µM), inactives show at the top dose activity, negative = inhibition, hits mostly inhibitors. 230,000 compounds, 0.44% hits. AID 880, 2007; active = well fitted inhibition curve with a large enough effect, not every such curve was filed as active; inactive = no such curve, though single readings can be large or run the other way; also: % is scaled to controls: 0 for no effect and ±100 for the full control effect; nearly all actives have a fitted effect of over 30% in size; many of its hits are not listed in these tables
SMN2 splice up = qHTS Assay for Enhancers of SMN2 Splice Variant Expression; HEK293 SMN2-luciferase splicing reporter, luminescence, 30-36 h; Potency, µM (top dose mostly 46.1 µM), inactives show at the highest dose activity change, positive = activation, usual class: activators; 210,000 compounds, 2.8% hits; AID 1458, 2008; also: % of control where 0% means no effect; nearly all actives have a fitted effect of over 55% in size
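HEK293 cells carry an SMN2 minigene-luciferase reporter in which exon 7 inclusion puts luciferase in frame. Cells were seeded at 2000 cells/well, attached for 10-12 hours, then exposed to compounds for 30-36 hours at 37C before ONE-Glo luminescence.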
TRb-SRC2 inh = qHTS for Inhibitors of the Interaction of Thyroid Hormone Receptor and Steroid Receptor Coregulator 2 | Thyroid hormone receptor beta (Homo sapiens), P10828 | TRbeta-SRC2 peptide binding, fluorescence polarization; receptor liganded with 1 µM T3 | Potency, µM (highest dose often 106 µM), for the others: top-dose activity change, negative = inhibition, most hits filed as inhibitors | 280,000 compounds, 0.065% hits | AID 1469, 2008;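 also: plate controls were bound peptide for no effect and peptide without receptor for full effect; nearly all actives have a fitted effect of over 50% in size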
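Each compound concentration gave % activity, normalized to unbound and bound Texas Red SRC2 controls, from polarization read after 5 hr ambient incubation with T3-loaded human TRb LBD.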
RECQ1 helicase = qHTS Assay for Inhibitors of RecQ-Like Dna Helicase 1 (RECQ1). ATP-dependent DNA helicase Q1 (Homo sapiens), P46063. RECQ1 DNA unwinding, red fluorescence kinetic read. Potency, µM (highest dose often 57.3 µM), for inactives: top-dose activity, negative = inhibition, usual class: inhibitors. 240,000 compounds, 0.54% hits. AID 2549, 2010;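 also: plate controls were vehicle for no effect and no enzyme for full effect; nearly all actives have a fitted effect of over 30% in size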
Target sequence (P46063 whole entry, looked up): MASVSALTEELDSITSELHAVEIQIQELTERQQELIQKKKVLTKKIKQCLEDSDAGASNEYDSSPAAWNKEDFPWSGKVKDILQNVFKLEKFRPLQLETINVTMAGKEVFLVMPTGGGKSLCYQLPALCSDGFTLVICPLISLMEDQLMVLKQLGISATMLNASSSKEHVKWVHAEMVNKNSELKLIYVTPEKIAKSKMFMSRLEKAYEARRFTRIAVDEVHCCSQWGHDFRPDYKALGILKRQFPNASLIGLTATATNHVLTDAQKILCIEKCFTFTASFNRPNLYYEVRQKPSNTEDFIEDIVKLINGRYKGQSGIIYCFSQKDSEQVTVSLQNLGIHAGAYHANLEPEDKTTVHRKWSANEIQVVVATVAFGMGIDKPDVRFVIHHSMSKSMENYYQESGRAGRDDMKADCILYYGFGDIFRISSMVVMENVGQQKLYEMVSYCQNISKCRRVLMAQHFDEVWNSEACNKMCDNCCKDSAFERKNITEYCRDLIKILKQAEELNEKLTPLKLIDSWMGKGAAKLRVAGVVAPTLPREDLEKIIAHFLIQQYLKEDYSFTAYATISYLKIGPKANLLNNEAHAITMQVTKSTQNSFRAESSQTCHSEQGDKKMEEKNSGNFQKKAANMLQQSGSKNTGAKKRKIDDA
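50 nM RECQ1T1 preincubated 15 min with compound in Tris pH 8.0 buffer with MgCl2, DTT, Tween-20 and 2.5 ug/ml poly(dI-dC); started with 200 nM TAMRA/BHQ-2 forked duplex and 2 mM ATP. Unwinding read as fluorescence (525/598 nm), two reads 2 h apart.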
TexasRed fluor = Total Fluorescence Counterscreen for Inhibitors of the Interaction of Thyroid Hormone Receptor and Steroid Receptor Coregulator 2 | TRb/SRC2 Texas Red total fluorescence interference | Potency, µM (highest dose often 106 µM), inactives show top-dose fluorescence change, negative = quenching | 280,000 compounds, 0.29% hits | AID 1479, 2009; active = well fitted curve in either direction with a large enough effect; inconclusive = small, poorly fitted or top-dose-only effect; also: % is scaled to controls: 0 for no effect and ±100 for the full control effect
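Human TRb ligand-binding domain at 0.6 uM with 20 nM Texas Red SRC2 peptide in Tris buffer containing 1 uM T3 and 5% DMSO, incubated with compound 5 h at ambient temperature. Total fluorescence (555/632 nm) calculated as parallel + 2 × perpendicular.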
ALDH1A1 inh = qHTS Assay for Inhibitors of Aldehyde Dehydrogenase 1 (ALDH1A1) | Purified ALDH1A1, NADH fluorescence, propionaldehyde substrate | 220,000 compounds, 7.3% hits | Potency, µM (series often up to 75.3 µM), without a hit: at the highest dose activity, negative = inhibition, most hits filed as inhibitors | Aldehyde dehydrogenase 1A1 (Homo sapiens), P00352; active = well fitted inhibition curve with a large enough effect, not every such curve was filed as active; inconclusive = small, poorly fitted or top-dose-only effect, or another doubt; inactive = no such curve, though single readings can be large or run the other way;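 also: plate controls were no enzyme wells and a reference inhibitor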
KDM4E inh = qHTS Assay for Inhibitors of Human Jumonji Domain Containing 2E (JMJD2E) | Lysine-specific demethylase 4E (Homo sapiens), B2RXH2 | JMJD2E catalytic domain, FDH-coupled NADH fluorescence (FDH is formaldehyde dehydrogenase) | Potency, µM (series often up to 57.1 µM), for the others: at the top dose activity change, negative = inhibition, most hits filed as inhibitors | 230,000 compounds, 1.6% hits; active = well fitted inhibition curve with a large enough effect, not every such curve was filed as active; inconclusive = small, poorly fitted or top-dose-only effect, or another doubt; inactive = no such curve, though single readings can be large or run the other way;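 also: 0% = wells with enzyme and -100% = buffer wells without enzyme; nearly all actives have a fitted effect of over 50% in size; many of its hits are not listed in these tables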
Target sequence (B2RXH2 1-337 limits assumed): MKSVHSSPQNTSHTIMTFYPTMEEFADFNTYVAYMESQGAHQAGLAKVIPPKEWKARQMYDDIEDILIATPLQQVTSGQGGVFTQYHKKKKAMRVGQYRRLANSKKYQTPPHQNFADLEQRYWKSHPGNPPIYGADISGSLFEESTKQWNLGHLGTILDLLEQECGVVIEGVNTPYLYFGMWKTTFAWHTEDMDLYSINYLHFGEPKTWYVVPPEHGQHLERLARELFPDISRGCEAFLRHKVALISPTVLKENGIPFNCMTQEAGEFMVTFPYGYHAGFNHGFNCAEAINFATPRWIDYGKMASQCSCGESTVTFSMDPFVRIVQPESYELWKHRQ
LMNA splice mod = qHTS Assay for Modulators of Lamin A Splicing. HeLa LMNA splicing GFP/RFP minigene ratio, 48 h. Potency, µM (doses to about 46.1 µM), for inactives: at the top dose ratio change, negative = inhibition, actives largely listed as inhibitors. 200,000 compounds, 0.01% hits. AID 1487, 2009; active = well fitted inhibition curve with a large enough effect in the signal ratio, with a control signal flat, not every such curve was filed as active; inconclusive = small, poorly fitted or top-dose-only effect, or effect the other way, or a change in a side signal; the % refers to the signal ratio; also: % is scaled to controls: 0 for no effect and ±100 for the full control effect
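S3 HeLa cells stably expressing lamin A-EGFP splicing minigene plus DsRed2, 600 cells/well, 48 h compound exposure at 37C. Laser-scanning cytometry; analysed as GFP (500-530 nm)/RFP (575-640 nm) total intensity ratio; 0.5% DMSO vehicle.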
* hit, by the source's call; i = inactive; ? = inconclusive; nt = not tested or not shown; & = joins results of further samples; [ ] = remark or other dose. Unless noted, calls follow the shape of the dose curve; as a rule, active = well fitted curve in the direction sought with a large enough effect; inconclusive = small, poorly fitted or top-dose-only effect, or another doubt; inactive = no such curve, though single readings can be large; an effect the other way counts as inactive or inconclusive. Potency is read from the fitted curve at half-maximal effect. Only part of the results is shown; the hit share may differ from the screen's.

SMILES	GoLoco inh red	SMN2 splice up	TRb-SRC2 inh	RECQ1 helicase	TexasRed fluor	ALDH1A1 inh	KDM4E inh	LMNA splice mod
COc1cccc(C(=O)NNC(=O)c2sccc2-n2cccc2)c1	6%	17%	2%	i	-2%	8%	-29%	-7%[46 µM]
O=C(Cc1ccc([N+](=O)[O-])cc1)NCc1ccccc1Cl	-7%	6%	-3%	-15%	-1%	-5%	16%	7%
O=C(CCn1nnc2ccccc21)Nc1nnc(Cc2ccccc2)s1	16%	-11%	-7%	?	-2%	?	2%	-12%
O=C(c1ccc(C(F)(F)F)cc1)C1CCCN(C(=O)CN2CCCC2=O)C1 (configuration not stated)	11%	nt	-7%	12%	-2%	?	-6%	nt
Fc1ccc(NC(=S)NCc2ccccn2)cc1	1%	3%	-1%	-9%	0%	4%	2%	14%[0.0737 µM]
Cc1ccc(N=C2C(=S)N(c3ccc(C)cc3)C(=N)N2/N=C/c2ccc(Cl)cc2)cc1	16%	-20%	1%	i	-11%	?	-3%	-12%
CCN1C(C)=C(C(=O)OC)C(c2ccccc2)N2C(=O)[C@](O)(C(=O)OC)CC(C(C)=O)=C12 (some centres not stated)	nt	nt	1%[11.2 µM]	i[11.5 µM]	4%[11.2 µM]	-1%[13.5 µM]	nt	nt
CCN(CC)S(=O)(=O)c1ccc(N2CCCC2)c(C(=O)OCC(=O)/C(C#N)=C(\C)N)c1	-12%	3%	0%	-1%	-2%	?	-1%	-1%
COc1ccc(CCN2CNc3c(c(=O)n(C)c(=O)n3C)C2)cc1OC	14%	14%	3%	-5%	-10%	-3%	?	4%
O=C(/C=C/c1ccccc1)NCCc1nc2ccccc2[nH]1	2%	nt	-5%	-10%	0%	15%	0%	nt
Cc1cc(C)c2c(-n3cccc3)nn(C)c2n1	4%	-10%	3%	i	-1%	-4%	-25%	12%
COC(=O)c1c(-c2c(Cl)cccc2Cl)noc1C(=O)NN	-20%	nt	-7%	i	-2%	?	15%	nt
CCOC(=O)C1(CC)NC(c2ccco2)C2C(=O)N(C)C(=O)C21 (configuration not stated)	9%	4%	-10%	0%	-1%	3%	2%	1%
COC(=O)C1=C(C)N(Cc2ccccc2)C2=C(C(=O)c3ccccc3)C(c3ccccc3)[C@@](O)(C(=O)OC)C(=O)N2C1c1ccccc1 (some centres not stated)	nt	nt	0%&4%[11.2 µM]	-6%&-1%[11.5 µM]	-2%&-5%[11.2 µM]	-1%&1%[13.5 µM]	nt	nt
Cc1c(CN(C)C(=O)c2nn(C)cc2[N+](=O)[O-])cnn1C	0%	-10%	-4%	-5%	-6%	1%	5%	5%

The last three entries of the section above lead into the next:
SMILES	GoLoco inh red	SMN2 splice up	TRb-SRC2 inh	RECQ1 helicase	TexasRed fluor	ALDH1A1 inh	KDM4E inh	LMNA splice mod
CCOC(=O)C1(CC)NC(c2ccco2)C2C(=O)N(C)C(=O)C21 (configuration not stated)	9%	4%	-10%	0%	-1%	3%	2%	1%
COC(=O)C1=C(C)N(Cc2ccccc2)C2=C(C(=O)c3ccccc3)C(c3ccccc3)[C@@](O)(C(=O)OC)C(=O)N2C1c1ccccc1 (some centres not stated)	nt	nt	0%&4%[11.2 µM]	-6%&-1%[11.5 µM]	-2%&-5%[11.2 µM]	-1%&1%[13.5 µM]	nt	nt
Cc1c(CN(C)C(=O)c2nn(C)cc2[N+](=O)[O-])cnn1C	0%	-10%	-4%	-5%	-6%	1%	5%	5%
Cc1ccnc(N2C(=O)c3ccccc3C2O)c1 (configuration not stated)	-1%	11µM*	-9%	2%	0%	3%	-1%	-11%
COc1ccc(NC(=O)COC(=O)CNC(=O)c2cc(OC)c(OC)c(OC)c2)cc1	-11%	-8%	1%	-12%	3%	?	2%	-1%
CCc1cccc(C)c1NC(=O)CC(C)(C)CC(=O)O	2%	nt	-7%	i	-1%	nt	2%	nt
CCOC(=O)C1CCCN(C(=O)c2cc3c(C)nc4ccccc4c3o2)C1 (configuration not stated)	1%	0%	-3%	-6%	0%	-11%	1%	-11%
CNC(=O)NC(=O)COC(=O)CCCOc1ccc(OC)cc1	8%	-4%	-1%	-4%	-4%	-2%	5%	3%
COC(=O)c1sccc1NC(=S)N1CC(C)CC(C)C1 (configuration not stated)	8%	-9%	2%	1%	0%	7.9µM*	-2%	5%
CCOC(=O)c1ccc(N=c2sc(C(=O)OC)cc(=O)n2Cc2ccc3c(c2)OCO3)cc1	2%	-68%[inhibitor]	-7%	-5%	-3%	6%	4%	3%
NCC1O[C@H](O[C@@H]2C(O)[C@H](O[C@H]3OC(CO)C(O)C(N)C3O)[C@@H](N)C[C@H]2N)[C@@H](N)CC1O (some centres not stated)	-9%	5%	1%	1%	-2%	-12%	-6%	nt
CCC(C(=O)NC1CCCCC1)N(CC1CCCO1)C(=O)CNS(=O)(=O)c1ccc(OC)cc1 (configuration not stated)	6%	-5%	-7%	i	0%	-12%	-5%	-1%
COc1ccc(CCC(=O)Nc2cc(Cl)ccc2OC)cc1	8%	-27%	-2%	-9%	-2%	13%	8%	-10%
COc1ccc(-c2nnn(-c3cc(Cl)cc(Cl)c3)c2N)cc1	13%	nt	1%	i	-1%	nt	2%	nt
COc1cc(O)c(C(CC(=O)N2CCCCC2)c2ccc3c(c2)OCO3)c(OC)c1 (configuration not stated)	13%	nt	0%&4%	i	0%&0%	nt	-2%	nt
CCN(CC(=O)NCc1cccs1)S(=O)(=O)c1ccc(C(C)C)cc1	0%	-7%	1%	-7%	-2%	-10%	1%	9%
Nc1cc(N)nc(SCC(=O)N2CCN(S(=O)(=O)c3ccccc3)CC2)n1	3%	nt	-1%	-1%	-1%	nt	-8%	nt
CCOc1ccc(Nc2cc(=O)oc3ccccc23)cc1	11%	-6%	1%	-1%	0%	?	?	3%
CCn1c(SCc2nnc(-c3ccccc3)o2)nnc1-c1ccc(S(=O)(=O)N2CCCC2)cc1	6%	24%	-12%	-7%	1%	?	16%	-11%
FC(F)(F)c1ccc(Oc2ccc(Cl)cc2Br)nc1	-2%	4%	-12%	i	-8%	-6%	-7%	nt
O=C(Nc1nnc(C2CC2)s1)c1cc(S(=O)(=O)N2CCCCC2)ccc1N1CCOCC1	9%	nt	3%	-2%	0%	nt	-12%	nt
CC1CN(Cc2c(O)ccc3c(=O)c(-c4ccccc4)coc23)CC(C)O1 (configuration not stated)	8%	nt	-6%	-1%	-3%	1%	2%	?
CC(=O)c1ccc(NS(=O)(=O)c2ccc(N)cc2)cc1	25%	12%	6%	i	-2%	8%	-1%	nt
O=c1cc(CSc2ccc(Cl)cc2)nc(-c2ccccc2)[nH]1	5%	-19%	-1%	0%	-2%	5%	8%	21%[46 µM]
CCOc1ccc2nc(NC(=O)COC)sc2c1	5%	11µM*	8%	-2%	-1%	11%	-3%	10%
Cc1ccc(S(=O)(=O)n2c([N+](=O)[O-])cnc2C)cc1C	13%	nt	-7%	-5%	0%	9%	-8%	11%[46 µM]
C=CCNC(=S)Nc1ccc(C)c(S(=O)(=O)N2CCCCC2)c1	8%	?	5%	-1%	1%	?	6%	nt
CC1=C(C(=O)N2CCCCC2)C2(CCC(C)CC2)OC1=O (configuration not stated)	-3%	10%	-5%	-5%	1%	?	1%	?
COCC(C)NC(=O)Cc1ccc(F)cc1 (configuration not stated)	7%	-4%	-2%	-1%	-1%	13%	4%	-7%
CN(C)CCCNC(=O)CCc1ncc(C(F)(F)F)cc1Cl	-3%	0%	6%	-7%	0%	3%	1%	9%[9.22 µM]
O=C(Nc1ccccc1C(=O)NCc1cccnc1)c1ccc(Cl)cc1Cl	4%	24%[1.84 µM]	0%	1%	-2%	5%	4%	1%
CC(=O)NCCn1ccc2ccccc21	13%	19%	-6%	-14%	-5%	-8%	3%	-8%
COc1ccc(-c2nc(-c3ccccc3)c(-c3cc([N+](=O)[O-])ccc3C)[nH]2)cc1O	17%	0%	0%	-16%	-5%	-12%	-5%	?
COc1cc(Br)c(C(C)NC(=O)c2cccc(Br)c2)cc1OC (configuration not stated)	1%	-26%	2%	-6%	-3%	2%	-2%	9%
CCCCn1c(SCn2nnc3ccccc3c2=O)nc2cc(C(=O)OC)ccc2c1=O	5%	1%	2%	-5%	-2%	-2%	11%	6%
CCNc1nc(NC#N)nc(SCC(=O)OCC)n1	0%	-2%	-1%	-7%	-6%	6%	-4%	-2%

Sorted by count of non-hydrogen atoms (high to low): some entries from above.
SMILES	GoLoco inh red	SMN2 splice up	TRb-SRC2 inh	RECQ1 helicase	TexasRed fluor	ALDH1A1 inh	KDM4E inh	LMNA splice mod
O=C(Nc1nnc(C2CC2)s1)c1cc(S(=O)(=O)N2CCCCC2)ccc1N1CCOCC1	9%	nt	3%	-2%	0%	nt	-12%	nt
O=c1cc(CSc2ccc(Cl)cc2)nc(-c2ccccc2)[nH]1	5%	-19%	-1%	0%	-2%	5%	8%	21%[46 µM]
CC(=O)NCCn1ccc2ccccc21	13%	19%	-6%	-14%	-5%	-8%	3%	-8%
